Bioassay records: PubChem BioAssay, NMMLSC
T cell modulator – modulators of CD8 T cell-vesicle binding, primary screen, mouse 2C CD8+ T cells, flow cytometry | 2C CD8+ T cell-vesicle binding; stronger effect = lower value | calls only at 7 µM | hit rate 0.068% among 330,000 | AID 2052, 2009;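 active means response, share of CD8 T cells binding vesicles, and their 90th percentile fluorescence all below set limits, cut at about 80% in these data, passing the limit was not always enough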
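Also added: QL9-peptide-loaded Drosophila micro-vesicles bearing Ld, ICAM-1 and B7-1; Test system: purified 2C TCR transgenic mouse naive CD8+ T cells; Measured by: cytometric PE anti-B7-1 and Alexa647 anti-CD8 signals after 1% paraformaldehyde fixation; Timing: binding step 1.5 h, 37 °C, antibody labelling 20 min, ice.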
Myeloid diff MLP – induction of myeloid progenitor differentiation, primary screen, cell-based, flow cytometry, MLPCN library; ER-HoxA9 myeloid progenitors, lysozyme-GFP differentiation; calls only at 10 µM; hit rate 1% among 360,000; AID 624256, 2012;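 active means normalized GFP-positive differentiation at or above the plate's own cutoff, the solvent-only control mean plus 3 SD; inconclusive means no clear call, values can overlap the other calls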;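 further: cells exposed to compound for four days before flow analysis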
T cell modulator vesicle-bound % – second read-out of T cell modulator, no call of its own (marks repeat the call); double positive events, %; measured here: CD8+ vesicle-bound cell fraction;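 binding gate set so that unloaded-vesicle control wells show 10% double positive cells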
Myeloid diff MLP GFP+ MAC1+ % – recorded beside Myeloid diff MLP, whose call it bears; GFP+ MAC1+ double positive, %; measured here: differentiation confirmed by MAC1 staining
The depositor's hits bear a star. These rows are one share of the data (hit frequency here may not be typical).

CC1C(=O)N2CCCc3cc(NC(=O)COc4ccc(Cl)cc4)cc1c32 (configuration not stated) was read as T cell modulator inactive, Myeloid diff MLP inactive, T cell modulator vesicle-bound % 28 and Myeloid diff MLP GFP+ MAC1+ % 0.4.
O=C(C1CCCO1)N1CCN(S(=O)(=O)c2ccc(F)cc2)CC1 (configuration not stated) was read as T cell modulator inactive, Myeloid diff MLP inactive, T cell modulator vesicle-bound % 13 and Myeloid diff MLP GFP+ MAC1+ % 0.8.
For COc1cccc2sc3cc(C#Cc4ccccn4)ccc3c(=O)c12 the results were T cell modulator inactive, Myeloid diff MLP inactive, T cell modulator vesicle-bound % 2 and Myeloid diff MLP GFP+ MAC1+ % 1.6.
Cc1ccc(N2CC(NS(=O)(=O)c3cc(F)ccc3F)CC2=O)cc1C (configuration not stated) was read as T cell modulator inactive, Myeloid diff MLP inactive, T cell modulator vesicle-bound % 44 and Myeloid diff MLP GFP+ MAC1+ % 1.2.
`COc1ccc(OC)c(NC(=O)COC(=O)Cn2nnc(-c3ccccc3)n2)c1` gave T cell modulator inactive, Myeloid diff MLP inactive, T cell modulator vesicle-bound % 49 and Myeloid diff MLP GFP+ MAC1+ % 1.3.
CCN(CC(=O)Nc1c(F)cccc1F)C(=O)c1ccc(N2CCCC2)c([N+](=O)[O-])c1 was read as T cell modulator inactive, Myeloid diff MLP inactive, T cell modulator vesicle-bound % 23 and Myeloid diff MLP GFP+ MAC1+ % 0.5.
For CC(=O)c1c(C)[nH]c(C(=O)OCC(=O)Nc2c(C)cccc2C)c1C the results were T cell modulator inactive, Myeloid diff MLP inactive, T cell modulator vesicle-bound % 19 and Myeloid diff MLP GFP+ MAC1+ % 1.2.
`COc1cccc(/C=C/C(=O)N(C)CC(=O)Nc2ccc(Cl)c(C(F)(F)F)c2)c1` gave T cell modulator inactive, Myeloid diff MLP inactive, T cell modulator vesicle-bound % 46 and Myeloid diff MLP GFP+ MAC1+ % 0.8.
O=C(C[C@@H]1C/C=C\C[C@H](NC(=O)OCC2c3ccccc3-c3ccccc32)C(=O)O[C@H](c2ccccc2)CNC1=O)NCCO was read as T cell modulator inactive, Myeloid diff MLP inactive, T cell modulator vesicle-bound % 13 and Myeloid diff MLP GFP+ MAC1+ % 1.3.
`CCOC(=O)c1c(-c2ccc(C)cc2)csc1NC(=O)c1cc2ccccc2oc1=O` gave T cell modulator inactive, Myeloid diff MLP inactive, T cell modulator vesicle-bound % 31 and Myeloid diff MLP GFP+ MAC1+ % 0.9.
For O=C(COC(=O)c1ccc(O)cc1O)Nc1ncc(Cl)cc1Cl the results were T cell modulator inactive, Myeloid diff MLP inactive, T cell modulator vesicle-bound % 33 and Myeloid diff MLP GFP+ MAC1+ % 0.7.
Screening COc1ccccc1C(=O)COC(=O)c1ccc(Cl)nc1 returned T cell modulator inactive, Myeloid diff MLP inactive, T cell modulator vesicle-bound % 48 and Myeloid diff MLP GFP+ MAC1+ % 0.3.
For Cc1ccc(S(=O)(=O)N(C)C)cc1NC(=O)C(C)OC(=O)c1cc[n+]([O-])cc1 (configuration not stated) the results were T cell modulator inactive, Myeloid diff MLP inactive, T cell modulator vesicle-bound % 36 and Myeloid diff MLP GFP+ MAC1+ % 0.1.
`CC(=O)N1CCN(C(=O)c2cccc(S(=O)(=O)N3c4ccccc4CC3C)c2)CC1` (configuration not stated) gave T cell modulator inactive, Myeloid diff MLP inactive, T cell modulator vesicle-bound % 24 and Myeloid diff MLP GFP+ MAC1+ % 2.0.
Screening Cc1ccc(Cl)cc1NC(=O)COC(=O)c1ccc(CN2CCCC2=O)cc1 returned T cell modulator inactive, Myeloid diff MLP inactive, T cell modulator vesicle-bound % 42 and Myeloid diff MLP GFP+ MAC1+ % 0.5.
Cc1c(N=Cc2cc3c(cc2[N+](=O)[O-])OCO3)cccc1[N+](=O)[O-] was read as T cell modulator inactive, Myeloid diff MLP inactive, T cell modulator vesicle-bound % 18 and Myeloid diff MLP GFP+ MAC1+ % 0.6.
`CCOc1ccc(C(=O)N[C@H](C(=O)Nc2ccc(S(=O)(=O)Nc3nccs3)cc2)C(C)C)cc1` gave T cell modulator inactive, Myeloid diff MLP inactive, T cell modulator vesicle-bound % 40 and Myeloid diff MLP GFP+ MAC1+ % 0.6.
`CCCc1cc(=O)[nH]c2nnc(SCC(=O)Nc3ccc(C(C)=O)cc3)n12` gave T cell modulator inactive, Myeloid diff MLP inactive, T cell modulator vesicle-bound % 44 and Myeloid diff MLP GFP+ MAC1+ % 0.3.
For CCN(C[C@H]1N[C@@](C)(C(=O)OC)[C@H]2C(=O)N(C)C(=O)[C@@H]12)S(=O)(=O)c1ccc(OC)cc1 the results were T cell modulator inactive, Myeloid diff MLP inactive, T cell modulator vesicle-bound % 22 and Myeloid diff MLP GFP+ MAC1+ % 0.7.
`COc1ccc2cc(C=NS(=O)(=O)c3ccc(C)cc3)n(C)c2c1` gave T cell modulator inactive, Myeloid diff MLP inactive, T cell modulator vesicle-bound % 14 and Myeloid diff MLP GFP+ MAC1+ % 1.5.
CCN1CCN(C(=O)C(C)Sc2nc3nc(C)cc(C)n3n2)CC1 (configuration not stated) was read as T cell modulator inactive, Myeloid diff MLP inactive, T cell modulator vesicle-bound % 19 and Myeloid diff MLP GFP+ MAC1+ % 0.9.
`Cc1ccc(NC(=O)C(C)N2C(=O)c3ccccc3S2(=O)=O)cc1Cl` (configuration not stated) gave T cell modulator inactive, Myeloid diff MLP inactive, T cell modulator vesicle-bound % 38 and Myeloid diff MLP GFP+ MAC1+ % 0.5.
For COC(=O)c1c(NC(=O)CN(C)CC(=O)Nc2ccc(C)cc2)sc2c1CCC(C)C2 (configuration not stated) the results were T cell modulator inactive, Myeloid diff MLP inactive, T cell modulator vesicle-bound % 29 and Myeloid diff MLP GFP+ MAC1+ % 0.2.
`COc1ccc(NC(C)=O)cc1NC(C)C(=O)Nc1cccc(S(=O)(=O)N2CCOCC2)c1` (configuration not stated) gave T cell modulator inactive, Myeloid diff MLP inactive, T cell modulator vesicle-bound % 2 and Myeloid diff MLP GFP+ MAC1+ % 0.6.
Cc1ccc(C)c(NC(=O)CSc2nc(C)cs2)c1 was read as T cell modulator inactive, Myeloid diff MLP inactive, T cell modulator vesicle-bound % 18 and Myeloid diff MLP GFP+ MAC1+ % 0.4.
Cc1nnc(NC(=O)C2CC(=O)N(c3ccc4c(c3)OCCO4)C2)s1 (configuration not stated) was read as T cell modulator inactive, Myeloid diff MLP inactive, T cell modulator vesicle-bound % 3 and Myeloid diff MLP GFP+ MAC1+ % 0.7.
`c1ccc(CCCCN2CCN=C2Nc2ccccc2)cc1` gave T cell modulator inactive, Myeloid diff MLP inactive, T cell modulator vesicle-bound % 61 and Myeloid diff MLP GFP+ MAC1+ % 1.0.
`COc1ccc(CCOC2OC(CO)C(OC(=O)/C=C/c3ccc(O)c(OC)c3)C(O[C@H]3O[C@@H](C)[C@H](O)[C@@H](O)[C@H]3O)C2O)cc1O` (some centres not stated) gave T cell modulator inactive, Myeloid diff MLP inactive, T cell modulator vesicle-bound % 6 and Myeloid diff MLP GFP+ MAC1+ % 2.9.
O=C(CNc1cccc(S(=O)(=O)N2CCCC2)c1)Nc1ccc(F)cc1F was read as T cell modulator inactive, Myeloid diff MLP inactive, T cell modulator vesicle-bound % 41 and Myeloid diff MLP GFP+ MAC1+ % 1.0.
CCOC(=O)C1CCN(C(=O)c2ccc3c(c2)OCCO3)CC1 was read as T cell modulator inactive, Myeloid diff MLP inactive, T cell modulator vesicle-bound % 52 and Myeloid diff MLP GFP+ MAC1+ % 0.6.
`O=C(COC(=O)/C=C/c1ccco1)NCc1ccc(Cl)cc1Cl` gave T cell modulator inactive, Myeloid diff MLP inactive, T cell modulator vesicle-bound % 41 and Myeloid diff MLP GFP+ MAC1+ % 0.3.
For CN(C)S(=O)(=O)c1ccc(N2CCCC2)c(C(=O)NNC(=O)COc2ccccc2F)c1 the results were T cell modulator inactive, Myeloid diff MLP inactive, T cell modulator vesicle-bound % 36 and Myeloid diff MLP GFP+ MAC1+ % 0.6.
Screening Cc1ccc(S(=O)(=O)N2[C@@H](c3ccc(C(C)(C)C)cc3)C(C(=O)O)=CC[C@H]2c2ccc(Cl)c(Cl)c2)cc1 returned T cell modulator inactive, Myeloid diff MLP inactive, T cell modulator vesicle-bound % 22 and Myeloid diff MLP GFP+ MAC1+ % 1.4.
`CC(C)(C)OC(=O)C[C@@H]1C/C=C\C[C@@H](CC(=O)NCCO)C(=O)NC[C@H](c2ccccc2)OC1=O` gave T cell modulator inactive, Myeloid diff MLP inactive, T cell modulator vesicle-bound % 2 and Myeloid diff MLP GFP+ MAC1+ % 1.5.
For COc1cc(OC)cc(OC(=O)c2cccc(S(=O)(=O)N3CCN(C)CC3)c2)c1 the results were T cell modulator inactive, Myeloid diff MLP inactive, T cell modulator vesicle-bound % 20 and Myeloid diff MLP GFP+ MAC1+ % 0.8.
Screening CC(=O)Nc1cccc(NC(=O)CSc2ncc(C(=O)Nc3ccccc3)c(=O)n2C)c1 returned T cell modulator inactive, Myeloid diff MLP inactive, T cell modulator vesicle-bound % 40 and Myeloid diff MLP GFP+ MAC1+ % 0.5.
`O=C(CCN1CCOCC1)NNC(=O)c1ccc([N+](=O)[O-])cc1[N+](=O)[O-]` gave T cell modulator inactive, Myeloid diff MLP inactive, T cell modulator vesicle-bound % 28 and Myeloid diff MLP GFP+ MAC1+ % 1.2.
For O=C(NCc1ccccc1)C(=O)NCC1CCCN1S(=O)(=O)c1cccs1 (configuration not stated) the results were T cell modulator inactive, Myeloid diff MLP inactive, T cell modulator vesicle-bound % 51 and Myeloid diff MLP GFP+ MAC1+ % 1.3.
Screening O=C1C=C(c2cccc3c2sc2ccccc23)C[C@@H](c2ccc(Cl)cc2)C1 returned T cell modulator inactive, Myeloid diff MLP inactive, T cell modulator vesicle-bound % 7 and Myeloid diff MLP GFP+ MAC1+ % 1.6.
Screening COc1ccc(CCNC(=O)COC(=O)c2cc(=O)[nH]c3ccccc23)cc1 returned T cell modulator inactive, Myeloid diff MLP inconclusive and T cell modulator vesicle-bound % 46.

The last four entries of the section before come first, to join the parts.
`O=C(CCN1CCOCC1)NNC(=O)c1ccc([N+](=O)[O-])cc1[N+](=O)[O-]` gave T cell modulator inactive, Myeloid diff MLP inactive, T cell modulator vesicle-bound % 28 and Myeloid diff MLP GFP+ MAC1+ % 1.2.
For O=C(NCc1ccccc1)C(=O)NCC1CCCN1S(=O)(=O)c1cccs1 (configuration not stated) the results were T cell modulator inactive, Myeloid diff MLP inactive, T cell modulator vesicle-bound % 51 and Myeloid diff MLP GFP+ MAC1+ % 1.3.
Screening O=C1C=C(c2cccc3c2sc2ccccc23)C[C@@H](c2ccc(Cl)cc2)C1 returned T cell modulator inactive, Myeloid diff MLP inactive, T cell modulator vesicle-bound % 7 and Myeloid diff MLP GFP+ MAC1+ % 1.6.
Screening COc1ccc(CCNC(=O)COC(=O)c2cc(=O)[nH]c3ccccc23)cc1 returned T cell modulator inactive, Myeloid diff MLP inconclusive and T cell modulator vesicle-bound % 46.
For CCN(C1CCS(=O)(=O)C1)S(=O)(=O)c1ccc(OC)c(OC)c1 (configuration not stated) the results were T cell modulator inactive, Myeloid diff MLP inactive, T cell modulator vesicle-bound % 51 and Myeloid diff MLP GFP+ MAC1+ % 0.5.
O=C(COC(=O)c1ccc2c(c1)OCCO2)NCc1ccccc1Cl was read as T cell modulator inactive, Myeloid diff MLP inactive, T cell modulator vesicle-bound % 54 and Myeloid diff MLP GFP+ MAC1+ % 0.3.
CC1C(=O)N2CCCc3cc(S(=O)(=O)NCc4ccc(F)cc4)cc1c32 (configuration not stated) was read as T cell modulator inactive, Myeloid diff MLP inactive, T cell modulator vesicle-bound % 23 and Myeloid diff MLP GFP+ MAC1+ % 0.7.
For CCN(C[C@H]1N[C@@](Cc2ccccc2)(C(=O)OC)[C@H]2C(=O)N(C)C(=O)[C@@H]12)C(=O)c1ccc(F)cc1 the results were T cell modulator inactive, Myeloid diff MLP inactive, T cell modulator vesicle-bound % 17 and Myeloid diff MLP GFP+ MAC1+ % 3.1.
For Cc1c(NC(=O)CN2C(=O)NC(C)(c3ccc(Cl)cc3)C2=O)c(=O)n(-c2ccccc2)n1C (configuration not stated) the results were T cell modulator inactive, Myeloid diff MLP inactive, T cell modulator vesicle-bound % 23 and Myeloid diff MLP GFP+ MAC1+ % 0.6.
`CCN(C(=O)COC(=O)c1cnccn1)c1cccc2ccccc12` gave T cell modulator inactive, Myeloid diff MLP inactive, T cell modulator vesicle-bound % 29 and Myeloid diff MLP GFP+ MAC1+ % 1.0.

2 compounds drawn at random from those above:
CC1C(=O)N2CCCc3cc(NC(=O)COc4ccc(Cl)cc4)cc1c32 (configuration not stated) was read as T cell modulator inactive, Myeloid diff MLP inactive, T cell modulator vesicle-bound % 28 and Myeloid diff MLP GFP+ MAC1+ % 0.4.
Screening O=C1C=C(c2cccc3c2sc2ccccc23)C[C@@H](c2ccc(Cl)cc2)C1 returned T cell modulator inactive, Myeloid diff MLP inactive, T cell modulator vesicle-bound % 7 and Myeloid diff MLP GFP+ MAC1+ % 1.6.
